Bioassay records as filed in PubChem BioAssay.
NPY-Y1 antag – blocks the human neuropeptide Y Y1 receptor | P25929 | HEK293-CNG Y1 cells, membrane potential fluorescence; NPY at EC95, then isoproterenol | inhibition, % at 3.6 µM | 200,000 tested, 1% active | AID 1040;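 active = inhibition above the campaign mean inhibition of all tested compounds plus 3 SD, cut at about 20% in these data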;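 note: 0% = DMSO wells given NPY plus isoproterenol and 100% = isoproterenol alone without NPY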
Target sequence (P25929 whole entry, looked up): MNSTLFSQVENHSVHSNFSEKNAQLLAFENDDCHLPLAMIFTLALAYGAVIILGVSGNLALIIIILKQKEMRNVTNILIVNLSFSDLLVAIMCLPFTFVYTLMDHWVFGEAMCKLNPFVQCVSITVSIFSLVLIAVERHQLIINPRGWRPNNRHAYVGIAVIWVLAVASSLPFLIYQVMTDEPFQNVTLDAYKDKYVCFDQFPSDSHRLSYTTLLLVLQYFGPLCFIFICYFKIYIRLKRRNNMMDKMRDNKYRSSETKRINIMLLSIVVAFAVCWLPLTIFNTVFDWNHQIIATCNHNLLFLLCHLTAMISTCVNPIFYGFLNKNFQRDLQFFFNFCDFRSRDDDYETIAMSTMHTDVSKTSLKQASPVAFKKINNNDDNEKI
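Test system – HEK293 Y1/CNG channel cell line · Also added – NPY agonist 25 nM, then isoproterenol 1 µM plus Ro 20-1724 25 µM · Compound dosing – one concentration, 3.6 µM, in 0.4% DMSO · Schedule – compound incubation 1 h at room temperature, readout 45 min post-stimulation · Technique – fluorescence, membrane potential probe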
NPY-Y2 PAM-ag – human NPY-Y2 potentiation or agonism, primary screen. activation, % at 3.6 µM. P49146. cells expressing NPY-Y2, potentiator/agonist read-out. AID 1359. 220,000 tested, 0.45% active; in the data active = activation above about 27%;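 note: cells stimulated with NPY near EC25 plus isoproterenol at EC100; 0% = vehicle plus submaximal agonist and 100% = vehicle plus saturating agonist; some results beyond the cut were filed as inactive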
Target sequence (P49146 whole entry, looked up): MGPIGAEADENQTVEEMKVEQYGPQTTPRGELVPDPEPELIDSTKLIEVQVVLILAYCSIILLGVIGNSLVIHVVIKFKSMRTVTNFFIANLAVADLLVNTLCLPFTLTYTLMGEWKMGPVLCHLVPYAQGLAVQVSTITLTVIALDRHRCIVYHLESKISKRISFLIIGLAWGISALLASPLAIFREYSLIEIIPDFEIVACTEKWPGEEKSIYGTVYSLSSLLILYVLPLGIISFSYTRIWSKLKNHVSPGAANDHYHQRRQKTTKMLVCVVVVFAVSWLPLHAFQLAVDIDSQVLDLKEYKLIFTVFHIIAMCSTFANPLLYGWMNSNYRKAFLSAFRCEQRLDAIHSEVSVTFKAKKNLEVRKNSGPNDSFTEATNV
S1P4 antag – human S1P4 receptor antagonism; 220,000 tested, 0.26% active; AID 1510; S1P4-expressing cells, antagonist mode, reporter read-out; inhibition, % at 4.98 µM; in the data active = inhibition above about 29%;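 note: 0% = wells stimulated with agonist and 100% = vehicle wells without agonist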
p97 ATPase inh – inhibitors of human p97 ATPase; AID 1481; 220,000 tested, 0.42% active; recombinant p97 ATPase, Kinase-Glo ATP luminescence, 3 h; P55072; inhibition, % at 8 µM; in the data active = inhibition above about 15%;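 note: 0% = DMSO vehicle and 100% = wells lacking enzyme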
S1P4 agonist – agonists of human S1P4 receptor. O95977. S1P4-expressing cell line, agonist reporter assay. activation, % at 4.98 µM. 220,000 tested, 0.35% active; in the data active = activation above about 11%;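 note: 0% = DMSO vehicle and 100% = reference agonist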
eIF4E-4G inh – inhibitors of eIF4E and eIF4G interaction in translation initiation | inhibition, % at 21.7 µM | P63073+Q04637 | 220,000 tested, 0.37% active | TR-FRET eIF4E-eIF4GI(517-606) binding, 2 h;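 active = inhibition above about 30%, limit read from the data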;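 note: 0% = full FRET control wells and 100% = background wells lacking eIF4GI fragment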
NPY-Y1 PAM-ag – potentiates or activates human NPY-Y1 receptor; NPY-Y1 expressing cells, potentiator/agonist activation; 220,000 tested, 0.37% active; activation, % at 3.6 µM; in the data active = activation above about 33%, passing the limit was not always enough;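 note: cells stimulated with NPY at EC10 then isoproterenol at EC100; 0% = low agonist plus stimulus and 100% = saturating agonist plus stimulus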
PGE2 EP2 inh – blocks the human prostaglandin E2 receptor EP2. P43116. C6 glioma cells expressing human EP2, cAMP TR-FRET; cells stimulated with saturating PGE2. inhibition, % at 25 µM. 260,000 tested, 0.52% active;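 active = percent inhibition above 40 after rounding to a whole number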;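 note: rat C6 glioma host cells with rolipram phosphodiesterase inhibitor present; the protocol text gives 20 µM as final concentration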
EP2 mod – EP2 receptor (human) modulation. P43116. EP2-expressing cells, cAMP HTRF FRET, PGE2 co-stimulation. induction, % at 25 µM. 260,000 tested, 0.83% active. AID 940;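 active = compounds whose cAMP rise, as percent of the full-agonist control response, exceeds 60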;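 note: rat C6 glioma line stably carrying human EP2 under a CMV promoter; the protocol text gives 20 µM as final concentration; 100% = response of wells given 1 µM PGE2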
* hit, by the source's call; / = no result given; & = joins results of further samples; [ ] = dose if it differs, or a comment. Not all compounds are listed; count on the stated rates, not on these rows.

Results follow in this order: NPY-Y1 antag	NPY-Y2 PAM-ag	S1P4 antag	p97 ATPase inh	S1P4 agonist	eIF4E-4G inh	NPY-Y1 PAM-ag	PGE2 EP2 inh	EP2 mod
Cn1cccc1/C=C1/SC(=S)N(CC(=O)O)C1=O
    0	4	-4	4	0.1	2	15	7	10
O=C(CC12CC3CC(CC(C3)C1)C2)N1CCN(S(=O)(=O)c2cccs2)CC1
    1	-10	1	-3	3.3	6	-43	12	-34
C[n+]1ccc(/C=C/c2c[nH]c3ccccc23)cc1
    -2	3	22	-2	-1.3	-1	3	11	-6
COc1cccc(/C=N/NC(=O)C(=O)NCc2ccco2)c1OC
    -3	2	-13	-6	0.6	-21	-18	4	1
COc1cc(C(=O)Nc2ccccc2C2COC(=O)C2=N)cc(OC)c1OC (configuration not stated)
    -1	12	-17	-4	0.7	-27	15	2	-3
Cn1nc(C2CC2)cc1NC(=O)CC(CC(=O)O)c1ccccc1 (configuration not stated)
    /	1	1	-2	-0.1	-5	1	9	-14
NC(=S)N=Nc1c(O)n(CCCl)c2ccc(Cl)cc12
    8	14	-6	8	0.8	1	13	3	26
Cc1cc(C)cc(N(C(=O)c2csnn2)C(C(=O)NC(C)(C)C)c2cccnc2)c1 (configuration not stated)
    3	0	0	0	-0.1	0	15	6	1
NC(=O)c1ccc(NC(=O)CCC(=O)N2CCN(S(=O)(=O)c3ccc(Cl)cc3)CC2)cc1
    /	-7	-12	-13	-1.1	0	-11	3	-17
O=C(Nc1cccc(F)c1)c1cc(S(=O)(=O)N2CCC(C(=O)O)CC2)ccc1F
    10	-20	1	-2	1.4	5	-17	/	2
Cc1cccc(Oc2coc3cc(OC(=O)c4cncc(Br)c4)ccc3c2=O)c1
    -5	-2	-4	9	-1.8	0	14	7	11
CC(C)(C)OC(=O)NCCCC[C@@H](C(=O)N1CCN(C(=O)OC(C)(C)C)CC1)n1cc(C(CO)NC(=O)OC(C)(C)C)nn1 (some centres not stated)
    -5	11	-12	1	0.1	2	8	2	0
COc1cnc(-c2ccccc2)[nH]c1=O
    5	2	-9	4	0.0	1	-6	11	-2
CCCCC(OC(=O)c1cc2occc2n1C)C(=O)NCC1CCCO1 (configuration not stated)
    8	-13	6	1	0.6	-1	-30	18	6
CC(C)(OC(=O)NC(=O)C(F)(F)F)C(C)(C)OC(=O)NC(=O)C(F)(F)F
    0	-18	-2	2	0.6	-1	-14	6	29
COC(=O)c1sc2ncn(-n3c(C)ccc3C)c(=O)c2c1C
    4	-1	-8	3	1.6	-10	15	/	14
O=C1C2C3C=CC(C4CC34)C2C(=O)N1/N=C/c1ccc(-c2ccc([N+](=O)[O-])cc2)o1 (configuration not stated)
    1	2	7	0	-1.3	3	-11	12	-35
CCC(CC)c1nnc(NC(=O)c2cc(-c3ccccc3)nc3ccccc23)s1
    1	-17	-15	7	3.1	5[fluorescence artefact?]	-13	10	-13
COc1ccc(N2C(=S)NC3N2C(=S)NC3(C)c2ccccc2)cc1 (configuration not stated)
    -3	13	-27	3	0.6	-1	-29	8	-10
CCN(C(=O)COc1ncnc2scc(-c3ccc(F)cc3)c12)C1CCS(=O)(=O)C1 (configuration not stated)
    1	-9	-6	0	1.3	-2	2	6	-5
CCc1ccc(Nc2nnc(SC3CCOC3=O)s2)cc1 (configuration not stated)
    -4	14	-3	1	5.8	-4	7	5	7
CCc1nc2sc3ccccc3c(=O)c2c(=O)n1CCOC
    11	-6	16	10	0.0	10[fluorescence artefact?]	17	8	0
CNc1ccc(/C=C/C(=O)c2cccc3ccccc23)cc1[N+](=O)[O-]
    7	5	3	-1	1.3	-7	6	22	-44
Cc1cc(C)nc(N/N=C/c2ccccc2OCc2ccc(Br)cc2)n1
    1	5	-21	-1	1.7	7	-21	11	-44
O=C(COc1ccccc1)NNC(=O)c1cccs1
    7	6	6	1	1.3	6	10	9&6	-8&-3
NC(=O)c1sc2nc3c(c(-c4cccs4)c2c1N)CCCCC3
    0	-2	-9	6	0.7	-4	-10	12	2
CN1CCN(c2ccc(NC(=O)c3ccc(-c4cccc([N+](=O)[O-])c4)o3)cc2)CC1
    0	20	-3	1	1.4	-2	20	13	-49
Cc1cc(C)c2c(N)c(C(=O)c3ccccc3)sc2n1
    /	6	4	1	-0.5	-6	-6	5	-6
Cc1sc(=NC(=O)c2ccco2)n(C)c1-c1ccccc1
    0	-21	-12	1	-2.0	-2	4	11	16
Cc1nn(-c2ccccc2)c(C)c1C(=O)Nc1ccc(N2CCOCC2)cc1
    -1	4	1	3	0.5	1	-1	9	6
COc1cc2c(cc1OC)C(C)N(C(=O)c1cc3c(s1)-c1ccccc1OC3)CC2 (configuration not stated)
    6	-8	4	10	-0.3	8	-27	6	-28
CN(Cc1ccccc1)C(=O)COC(=O)C1=NNC(=O)CC1
    6	12	-27	-1	1.0	-1	-9	3	17
CCN(Cc1nc(-c2ccc(Cl)cc2)no1)CC1CCCO1 (configuration not stated)
    2	4	-11	1	0.3	3	-5	6	-17
O=C(Nc1ccccn1)[C@@H]1CCC(=O)N1C(=O)OCc1ccccc1
    2	-10	-2	3	-0.5	7	12	12	21
COc1ccc(C(=O)NNC(=S)NC(=O)c2cccnc2)cc1
    7	-5	1	5	0.8	4	-1	8	21
CCc1ccc(Nc2nnc(SCC(=O)N(C)CC(=O)Nc3ccccc3CC)s2)cc1
    0	-7	-8	0	1.8	9	14	8	-15
Nc1nc(SCC(=O)c2ccc(F)cc2)n[nH]1
    5	2	-2	3	0.4	-4	22	6	7
COc1ccc(-c2noc(CCCc3ccccc3)n2)cc1OC
    8	-19	-7	-2	1.6	1	-15	5	27
COc1ccc(C)cc1NC(=O)CCCN1C(=S)NC(C)(C)CC1C (configuration not stated)
    13	4	-14	1	1.4	6	14	12	-9
CCOC(=O)C1=C(c2ccccc2)Nc2ncnn2C1c1cccc(OC)c1OC (configuration not stated)
    7	10	-2	3	1.0	1	-4	13	31
COc1cc(/C=N/NC(=O)CSc2nc3ccccc3n2C)cc(OC)c1OC
    10	-21	-21	-7	-0.1	0	-20	9	-25
COc1ccc(/C(N)=N/OC(=O)CCc2ccccc2)cc1OC
    7	-10	-8	-4	1.1	2	1	3	9
CCC(=O)N(Cc1cc2ccc(C)cc2n2nnnc12)C1CCCCC1
    0	-7	-11	2	0.3	-1	-29	12	6
COC(=O)c1ccc(C2C(Oc3ccccc3C)C(=O)N2CCc2ccc(OC)c(OC)c2)cc1 (configuration not stated)
    9	-24	-19	-10	-1.7	0	18	14	43
O=C(NC1CCCCC1)C(c1ccccc1F)N(Cc1ccco1)C(=O)Cn1nnc2ccccc21 (configuration not stated)
    72*	-35	-4	5	-1.9	-2	-84	/	25
CC(O)CNc1ncnc2nc[nH]c12 (configuration not stated)
    15	3	-4	1	-2.9	-1	-6	2	8
Cc1cccc(C)c1NC(=O)Cn1nnnc1N
    1	1	-2	5	1.8	-3	16	2	4
CCC(=O)OCCNc1cc(SCCC(=O)OC)c2nonc2c1[N+](=O)[O-]
    -5	1	-14	0	-1.4	-5	8	4	-84
CC12CCC(C(=O)NCc3ccc4c(c3)OCO4)(C(=O)C1=O)C2(C)C (configuration not stated)
    1	3	2	-1	-0.5	3[fluorescence artefact?]	1	7	17
C(=N\Nc1nc(N2CCCC2)nc(N2CCCC2)n1)/c1ccncc1
    6	-15	-4	-1	-0.3	-4	-10	6	-13
O=C(O)c1cc(-c2ccco2)nc2ccccc12
    8	-1	-8	2	0.1	9	12	20	-1
O=C(Cn1c(=O)oc2ccccc21)Nc1n[nH]c(=S)s1
    /	5	-11	4	0.6	5	11	9	4
CC(C)(C)C(=O)Nc1sc2c(c1-c1nc3ccccc3[nH]1)CCCC2
    -9	2	-4	1	1.5	2	10	7	6
COc1cccc(-n2c(SCC(=O)N3CCOCC3)nnc2-c2c[nH]c3ccccc23)c1
    1	7	-6	1	1.4	-4	3	12	4
O=C(NC1CC1)C1CCCN1C(=O)NC1CCCCC1 (configuration not stated)
    0	1	-5	-2	-1.6	5	7	9	8
COC(=O)c1ccc(C)c(NC(=S)NCc2ccc(Cl)cc2)c1
    13	-15	-7	4	1.3	5	8	7	-15
Cc1cc(=O)n2[nH]c(COc3ccccc3)nc2n1
    8	-5	-19	1	-1.5	-8	-18	10	4
O=C(Nc1ccc2c(c1)OCCO2)N1CCN(c2ccccc2)CC1
    -7	4	-11	2	0.2	-14	16	9	2
Cc1onc(-c2ccccc2Cl)c1C(=O)N(C)C1CCCCC1
    8	-9	-14	1	-0.8	6	-5	12	1
O=C(CN1C(=O)CC(c2ccco2)Sc2ccccc21)NCc1ccc2c(c1)OCO2 (configuration not stated)
    1	7	3	-1	0.3	-4	-14	/	30

Entries shown so far containing a furan ring, fused or not:
Results follow in this order: NPY-Y1 antag	NPY-Y2 PAM-ag	S1P4 antag	p97 ATPase inh	S1P4 agonist	eIF4E-4G inh	NPY-Y1 PAM-ag	PGE2 EP2 inh	EP2 mod
COc1cccc(/C=N/NC(=O)C(=O)NCc2ccco2)c1OC
    -3	2	-13	-6	0.6	-21	-18	4	1
CCCCC(OC(=O)c1cc2occc2n1C)C(=O)NCC1CCCO1 (configuration not stated)
    8	-13	6	1	0.6	-1	-30	18	6
O=C1C2C3C=CC(C4CC34)C2C(=O)N1/N=C/c1ccc(-c2ccc([N+](=O)[O-])cc2)o1 (configuration not stated)
    1	2	7	0	-1.3	3	-11	12	-35
CN1CCN(c2ccc(NC(=O)c3ccc(-c4cccc([N+](=O)[O-])c4)o3)cc2)CC1
    0	20	-3	1	1.4	-2	20	13	-49
Cc1sc(=NC(=O)c2ccco2)n(C)c1-c1ccccc1
    0	-21	-12	1	-2.0	-2	4	11	16
O=C(NC1CCCCC1)C(c1ccccc1F)N(Cc1ccco1)C(=O)Cn1nnc2ccccc21 (configuration not stated)
    72*	-35	-4	5	-1.9	-2	-84	/	25
O=C(O)c1cc(-c2ccco2)nc2ccccc12
    8	-1	-8	2	0.1	9	12	20	-1
O=C(CN1C(=O)CC(c2ccco2)Sc2ccccc21)NCc1ccc2c(c1)OCO2 (configuration not stated)
    1	7	3	-1	0.3	-4	-14	/	30
